AID inhibitor: Primary qHTS assay for inhibitors of Activation Induced Cytidine Deaminase (AID): AID signal. AID deamination FRET fluorescence, UDG-coupled, 4 h. hit rate 0.32% among 91,000. Potency, µM (doses to about 115 µM), inactives show at the highest dose activity change, negative = inhibition, actives largely listed as inhibitors; note: nearly all actives have a fitted effect of over 25% in size
Target sequence (Q9GZX7 whole entry, looked up): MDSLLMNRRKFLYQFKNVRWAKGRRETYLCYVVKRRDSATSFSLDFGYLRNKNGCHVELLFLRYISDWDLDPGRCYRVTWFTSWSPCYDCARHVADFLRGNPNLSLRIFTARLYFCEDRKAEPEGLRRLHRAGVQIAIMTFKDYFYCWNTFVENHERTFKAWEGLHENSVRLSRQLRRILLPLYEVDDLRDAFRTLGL
UDG counter: Primary qHTS assay for inhibitors of Activation Induced Cytidine Deaminase (AID): UDG Counterscreen signal; Potency, µM (series often up to 115 µM), inactives show at the highest dose activity change, negative = inhibition, actives largely listed as inhibitors; hit rate 0.14% among 91,000; FRET deamination/UDG coupled assay, UDG read, 4 h; note: nearly all actives have a fitted effect of over 65% in size
Numbers without * were called inactive; ? = inconclusive; & = joins results of further samples; [ ] = another dose, or the depositor's remark. Calls come from the whole dose curve; as a rule, active = well fitted curve in the direction sought with a large enough effect; inconclusive = small, poorly fitted or top-dose-only effect, or another doubt; inactive = no such curve, though single readings can be large; an effect the other way counts as inactive or inconclusive. % is set by controls: 0 for no effect and ±100 for the full control effect; potency is the fitted concentration of half-maximal effect. A portion of the library, so the mix of outcomes need not match the whole.

structure	AID inhibitor	UDG counter
CN(C)C(=O)CNC(=O)c1cc2occc2n1Cc1ccc(Cl)cc1	-8%	-3%
Clc1ccccc1CNc1ncnc2c1c(-c1ccccc1)cn2-c1ccccc1	?	0%[57.5 µM]
O=C(CCCc1c[nH]c2ccccc12)Nc1ccc(Br)cc1	-5%	-10%
CCC(C(=O)Nc1ccccc1C(=O)OC)n1nc(C)c2c(C)n(-c3ccc(C)cc3)nc2c1=O (stereo not drawn)	?	-5%
O=C(CCn1nc(-c2ccc(Cl)cc2)c2ccccc2c1=O)N1CCCC1	-23%	-1%
Cc1ccc(C)c(NC(=O)C(C)SCCO)c1 (stereo not drawn)	-1%	5%
COc1ccc(CNC(=O)c2cnc3sc(N4CCC(C)CC4)nn3c2=O)c(OC)c1	7%	27%
COc1ccc(-n2c(-c3ccc(F)cc3)cn3c4c(=O)[nH]c(=O)n(C)c4nc23)c(OC)c1	-15%	6%
CCC(CC)NC(=O)c1cccc(OC)c1	-4%	-7%
Cc1cc2nc(-c3ccc(NC(=O)c4ccccc4F)cc3)oc2cc1C	7%	-6%
Cc1ccc(NC(=S)NCCCO)c(C)c1	4%	1%
CCCOc1ccc(NC(=O)COc2ccc(C(C)(C)C)cc2)c2cccnc12	-3%	-13%
Nc1cc(=O)nc(SCC(=O)Nc2ccc(F)cc2)n1-c1ccccc1Cl	15%[57.5 µM]	-1%[57.5 µM]
CCOC(=O)c1sc(NC(=O)c2nc3nc(C)cc(C(F)F)n3n2)c(C(=O)OC(C)C)c1C	21%	-7%
CC(C)n1c(SCC(=O)Nc2ccc(F)cc2)nc2c(oc3ccccc32)c1=O	?	-13%
Cc1ccc(CCCC(=O)NCc2ccc(CN3CCCC3)cc2)cc1	-8%	-7%
Cc1ccc(CNC(=O)CCCCCn2c(=O)c3sccc3n(CC(=O)N(C)c3ccccc3)c2=O)cc1	-14%	-20%
O=C(COc1ccccc1Cl)c1ccccc1	-7%	-13%
CC(C)CCCC(C)CC1C(C#N)=C(N)SC(N)=C1C#N (stereo not drawn)	17%	9%
Cc1ccccc1Cn1c(=O)n(CCCCC(=O)NCc2ccccc2Cl)c(=O)c2ccccc21	-7%	-20%
O=C(CS(=O)(=O)c1cccc2nsnc12)N1CCN(c2ccccc2F)CC1	-1%	-1%
CC(=O)Nc1ccccc1-c1nc2ccccc2n(C(C)C(=O)c2ccc(C)c(C)c2)c1=O (stereo not drawn)	2%	?
Cc1ccc(NC(=O)CSc2nc3c(c(=O)[nH]2)CN(Cc2ccc4c(c2)OCO4)CC3)cc1C	-2%&6%	5%&5%
CCOC(=O)c1ccc(NC(=O)c2ccc3c(c2)CCN3S(=O)(=O)c2ccc(Cl)cc2)cc1	2%	13%
O=C(CSc1nc2nc[nH]c2c(=O)[nH]1)Nc1ccccc1F	3%	-10%
COc1cc(C(=O)NC2CCOC2=O)cc(OC)c1OC (stereo not drawn)	0%	4%
O=S(=O)(NCC(c1cccs1)S(=O)(=O)c1ccccc1)c1ccc(F)c(C(F)(F)F)c1 (stereo not drawn)	9%	-6%
COC(=O)CNCC(=O)OC	4%	-2%
Cc1ccccc1/C=C/C(=O)c1cc2ccccc2o1	-19%	4%
COCCNC(=O)CCc1c(C)nc2c(c(C)nn2-c2ccc(C)cc2)c1C	2%	-3%
O=C(CSc1nc(=O)n(Cc2ccco2)c2c1CCC2)Nc1cccc(F)c1	-3%	-8%
CCC1CCCCN1CCCNC(=O)c1sc2nc(C)cc(C)c2c1-n1cccc1 (stereo not drawn)	?	-9%
CCOc1ccc(/C=N/OC(=O)c2ccccc2I)cc1	-11%	-6%
CN(C)c1ccc(C(CNS(=O)(=O)c2ccc(Cl)cc2)N2CCOCC2)cc1 (stereo not drawn)	-13%	9%
Cc1nc(NC(=O)CSc2nnc(-c3ccccc3F)n2C)sc1C	-11%	-8%
CCn1c(SCC(=O)c2ccc(C#N)cc2)nnc1-c1ccc(C)cc1	3%	1%
CN(C)S(=O)(=O)c1cccc(NC(=O)c2ccccc2Oc2ccccc2)c1	-11%	-15%
CCc1ccc(CNC(=O)c2ccccc2SC)s1	-1%	11%
COc1cccc(-c2cc(C(=O)NC3CC3)c3ccccc3n2)c1	3%	0%
Cc1ccccc1C(=O)Nc1c(C)nc2ccccn2c1=O	12%	-6%
CCS(=O)(=O)N1N=C(c2ccc(C)cc2)CC1c1cc2ccc(OC)cc2nc1Cl (stereo not drawn)	?	?
CN(C)C(=O)C(Sc1nncn1-c1ccccc1F)c1ccccc1 (stereo not drawn)	1%	-1%
COC(=O)c1ccccc1NC(=O)Cn1c(=O)n(-c2cccc(OC)c2)c(=O)c2c(C)c(C(=O)N(C)C)sc21	2%	7%[57.5 µM]
CONC(=O)COc1ccc(C(C)(C)C)cc1	1%	2%
COC(=O)COc1ccc2c(c1)oc(=O)c1ccccc12	18%	-30%
O=C(COc1ncnc2ccc(Br)cc12)Nc1cc(F)ccc1F	-10%	-5%
Cc1ccc(Nc2c(-c3ccc(C)cc3)nc3c(C)cccn23)cc1	3%	0%
Cc1ccc(NC(=O)CCc2c(C)nc3nc(C)nn3c2C)c(Cl)c1	-1%	3%
CCc1ccc(-c2nc(C)c(C(=O)N3CCN(Cc4ccc(C#N)cc4)CC3)s2)cc1	-19%	-8%
CC(=O)c1c(OS(=O)(=O)c2cccc3cc(C)cnc23)ccc2c(C)cc(=O)oc12	-12%	-6%
O=C(CSc1ncnc2nc(N3CCOCC3)sc12)Nc1cc(C(F)(F)F)ccc1Cl	4%	-2%
CC(C)N(C(=O)COc1ccc2ccc(=O)oc2c1)c1ccccc1	1%	-4%
CC(C)CNc1nc(-c2ccc(O)c(C(N)=O)c2)cs1	-13%	1%
CCn1nc(C(=O)Nc2ccc3c(c2)CCC3)c2ccccc2c1=O	7%	-4%
Cc1ccc(CNC(=O)CSc2nc3ccccc3nc2N2CCCC2)cc1	-3%	-4%
CSc1ccc(CCNC(=O)CCn2c(=O)c3cccn3c3ccc(F)cc32)cc1	3%	1%[57.5 µM]
Cc1ccc(C(=O)Nc2c(-c3ccccc3)nc3ccccn23)cc1C	-2%	-11%
OC(C#CC(O)(c1ccccc1)c1ccccc1)c1ccc(F)cc1 (stereo not drawn)	-3%	-9%
CC1CCN(C(=O)c2ccc(CN(c3ccccc3)S(C)(=O)=O)cc2)CC1	2%	7%
CC1(C(=O)OCc2cc(=O)oc3cc4c(cc23)CCC4)CC1(Cl)Cl (stereo not drawn)	2%	9%

Other records.
Screens in order: AID inhibitor | UDG counter
> CC1CCN(c2nc(-c3ccc(Br)cc3)nc3ccccc23)CC1
→ ? | ?
> COCCCNC(=O)C1CCN(Cc2cc3ccccc3n2Cc2cccc(Cl)c2)CC1
→ ? | -17%[57.5 µM]
> Cc1ccccc1Cn1ccn(-c2ccc(F)c(F)c2)c(=O)c1=O
→ 67%[activator] | 2%[57.5 µM]
> COC(=O)c1ccc(Cl)c(NC(=O)CN(c2ccccc2)S(=O)(=O)N(C)C)c1
→ -11% | 38%[activator]
> COC(=O)C1=CN(C(C)C)C=C(C(=O)OC)C1c1ccc(C(F)(F)F)cc1
→ -7% | -8%
> COc1ccc(N(CC(=O)N2CCN(Cc3ccccc3)CC2)S(=O)(=O)c2ccc(F)cc2)cc1
→ -12% | -12%
> Cc1ccc(C(=O)COC(=O)C2CC(=O)N(NC(=O)c3ccc(Cl)cc3Cl)C2)cc1 (stereo not drawn)
→ 10% | -1%
> COc1ccc(C2Nc3ccccc3-n3c(-c4ccccc4)c4c(=O)n(C)c(=O)n(C)c4c32)cc1 (stereo not drawn)
→ ? | ?
> C[N+](C)(C)CCOC(N)=O
→ 5% | -6%
> COc1ccccc1NC(=O)C1=C(C)Nc2nc(SCc3ccccc3)nn2C1c1cccc(O)c1 (stereo not drawn)
→ 6% | 7%
> O=C(Cn1c(=O)oc2cc(S(=O)(=O)N3CCCC3)ccc21)NCc1ccc(F)cc1
→ -16% | -16%
> C=C(C)Cn1c(SCCCCCC)nc2c1c(=O)[nH]c(=O)n2C
→ -18% | 2%
> Cc1[nH]c2ccccc2c1C(=O)C(C)Oc1ccccc1F (stereo not drawn)
→ 2% | 4%
> O=C(Nc1nc2ccc(F)cc2s1)c1nc(S(=O)(=O)Cc2ccccc2F)ncc1Cl
→ -12% | 3%
> Cc1ccc(CNC(=O)CCc2ccccc2)cn1
→ -3% | -9%
> Cc1sc2c(c1C)c(=O)n(-c1cccc(C(F)(F)F)c1)c(=O)n2Cc1ccc(F)cc1
→ 18% | ?
> O=C(Nc1ccc(Cl)cc1Cl)c1cc(S(=O)(=O)NCc2ccc3c(c2)OCO3)ccc1F
→ 0% | -3%
> COC(=O)C1=CN(c2cccc(C(F)(F)F)c2)C=C(C(=O)OC)C1c1ccc(Cl)cc1
→ -12% | -14%
> COc1ccc(OC)c(CNc2ncnc3onc(-c4ccc(Cl)cc4)c23)c1
→ ? | -7%
> CCC(C)n1c(SCc2c(F)cccc2Cl)nc2ccsc2c1=O (stereo not drawn)
→ -11% | -3%
> CC(C)NC(=O)COc1ccc(/C=N/NC(=O)C(C)SCc2ccccc2)cc1 (stereo not drawn)
→ 4% | 0%
> CCOc1ccc2nc(Cl)c(C3CC(c4ccco4)=NN3S(C)(=O)=O)cc2c1 (stereo not drawn)
→ 5% | 0%
> O=C(Nc1ccccc1)N(Cc1cccs1)c1ccc(Cl)cc1
→ -9% | -7%[57.5 µM]
> COc1cc(NC(=O)Cc2sc(C)nc2-c2cccs2)cc(OC)c1OC
→ 15% | 2%
> Cc1c(Cl)c(C(F)(F)F)nn1CC(=O)Nc1c(Cl)cccc1Cl
→ -2% | 4%
> COc1ccccc1CNc1ccc(-c2nc(C(C)C)no2)cc1[N+](=O)[O-]
→ ? | ?
> N#Cc1nc(-c2ccc(F)cc2)oc1N1CCN(C(=O)c2cccs2)CC1
→ -10% | -4%
> Clc1cccc(CNCCCn2ccnc2)c1
→ -2% | 2%
> CC(C)CCn1c(Oc2ccccc2F)nc2c1c(=O)n(C)c(=O)n2C
→ ? | -11%
> Cc1ccc(NC(=O)C(Sc2ncccn2)c2ccccc2)cc1 (stereo not drawn)
→ -8% | -12%
> CCOc1ccc(C(=O)Nc2ccc(OCc3cc(=O)n4cccc(C)c4n3)cc2)cc1
→ 18% | -20%
> O=C(NCc1ccc(Cl)cc1)C(=O)NCC(c1cccs1)S(=O)(=O)c1cccs1 (stereo not drawn)
→ -3% | -15%
> O=C(Cc1ccc(Cl)cc1)Oc1ccc2ccccc2c1
→ -1% | 5%
> Cn1c(=O)c2c(ncn2CC(=O)c2ccc3ccccc3c2)n(C)c1=O
→ -1% | 3%
> COc1cccc(OC)c1C(=O)Oc1ccc2c(c1)O/C(=C\c1cccnc1)C2=O
→ -1% | -8%
> Cc1ccc(OCC(=O)Nc2cccc(OCc3cc(=O)n4ccccc4n3)c2)cc1C
→ 2% | 6%
> Cc1cc(C)c2c(c1)C(=O)/C(=C\c1ccccc1)CC2
→ -9% | -12%
> COc1ccccc1N1CCN(c2ncnc3c2cnn3-c2cccc(Cl)c2)CC1
→ 50%[activator] | 1%
> O=C(NC(CCCc1ccccc1)c1ccccc1)c1ccc[n+]([O-])c1 (stereo not drawn)
→ -8% | -2%
> Cc1ccc2ncc3c(-c4ccc(F)cc4)nn(CC(=O)Nc4ccccc4C)c3c2c1
→ 10% | 27%
> Cc1ccc(NC(=O)CN2C(=O)COc3ccc(S(=O)(=O)NC4CCCC4)cc32)cc1N(C)C
→ 6% | -4%[57.5 µM]
> COc1ccc(C(C)NC(=O)CN(c2cc(OC)ccc2OC)S(=O)(=O)c2ccccc2)cc1 (stereo not drawn)
→ -26% | ?
> O=C(CCc1ccsc1)N(Cc1ccncc1)C1CC1
→ -1% | 3%

Compounds from the list above that have a tert-butyl group:
Screens in order: AID inhibitor | UDG counter
> CCCOc1ccc(NC(=O)COc2ccc(C(C)(C)C)cc2)c2cccnc12
→ -3% | -13%
> CONC(=O)COc1ccc(C(C)(C)C)cc1
→ 1% | 2%

Of the compounds above, 13 have a thiophene ring, fused or not.
Screens in order: AID inhibitor | UDG counter
> CCOC(=O)c1sc(NC(=O)c2nc3nc(C)cc(C(F)F)n3n2)c(C(=O)OC(C)C)c1C
→ 21% | -7%
> Cc1ccc(CNC(=O)CCCCCn2c(=O)c3sccc3n(CC(=O)N(C)c3ccccc3)c2=O)cc1
→ -14% | -20%
> O=S(=O)(NCC(c1cccs1)S(=O)(=O)c1ccccc1)c1ccc(F)c(C(F)(F)F)c1 (stereo not drawn)
→ 9% | -6%
> CCC1CCCCN1CCCNC(=O)c1sc2nc(C)cc(C)c2c1-n1cccc1 (stereo not drawn)
→ ? | -9%
> CCc1ccc(CNC(=O)c2ccccc2SC)s1
→ -1% | 11%
> COC(=O)c1ccccc1NC(=O)Cn1c(=O)n(-c2cccc(OC)c2)c(=O)c2c(C)c(C(=O)N(C)C)sc21
→ 2% | 7%[57.5 µM]
> Cc1sc2c(c1C)c(=O)n(-c1cccc(C(F)(F)F)c1)c(=O)n2Cc1ccc(F)cc1
→ 18% | ?
> CCC(C)n1c(SCc2c(F)cccc2Cl)nc2ccsc2c1=O (stereo not drawn)
→ -11% | -3%
> O=C(Nc1ccccc1)N(Cc1cccs1)c1ccc(Cl)cc1
→ -9% | -7%[57.5 µM]
> COc1cc(NC(=O)Cc2sc(C)nc2-c2cccs2)cc(OC)c1OC
→ 15% | 2%
> N#Cc1nc(-c2ccc(F)cc2)oc1N1CCN(C(=O)c2cccs2)CC1
→ -10% | -4%
> O=C(NCc1ccc(Cl)cc1)C(=O)NCC(c1cccs1)S(=O)(=O)c1cccs1 (stereo not drawn)
→ -3% | -15%
> O=C(CCc1ccsc1)N(Cc1ccncc1)C1CC1
→ -1% | 3%
